# NR1D1 modulator – modulates human Rev-erb alpha binding to DNA; Rev-erbα–FITC-DNA binding, fluorescence polarization, 90 min; activity, % at 10 µM; hit rate 0.79% among 370,000; AID 1259318;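 active means activity above about 14%, limit read from the data; passing the limit was not always enough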;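 further: 0% = DMSO wells with 35 nM protein and 100% = DMSO wells with 750 nM protein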
# PG9 Ab binder – binds the HIV-1 gp120 antibody PG9 | TR-FRET gp120-PG9 antibody binding | inhibition, % at 6.7 µM | hit rate 0.43% among 360,000 | AID 624416; in the data active means inhibition above about 8.5%
# HTRA1 inh – blocks human HTRA1 serine peptidase; inhibition, % at 5.96 µM; AID 504803; hit rate 0.5% among 340,000; Q92743; recombinant HTRA1, FP-rhodamine activity-based probe, fluorescence polarization; in the data active means inhibition above about 36%;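 further: 0% = enzyme with DMSO and 100% = wells lacking enzyme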
# Target sequence (Q92743 whole entry, looked up): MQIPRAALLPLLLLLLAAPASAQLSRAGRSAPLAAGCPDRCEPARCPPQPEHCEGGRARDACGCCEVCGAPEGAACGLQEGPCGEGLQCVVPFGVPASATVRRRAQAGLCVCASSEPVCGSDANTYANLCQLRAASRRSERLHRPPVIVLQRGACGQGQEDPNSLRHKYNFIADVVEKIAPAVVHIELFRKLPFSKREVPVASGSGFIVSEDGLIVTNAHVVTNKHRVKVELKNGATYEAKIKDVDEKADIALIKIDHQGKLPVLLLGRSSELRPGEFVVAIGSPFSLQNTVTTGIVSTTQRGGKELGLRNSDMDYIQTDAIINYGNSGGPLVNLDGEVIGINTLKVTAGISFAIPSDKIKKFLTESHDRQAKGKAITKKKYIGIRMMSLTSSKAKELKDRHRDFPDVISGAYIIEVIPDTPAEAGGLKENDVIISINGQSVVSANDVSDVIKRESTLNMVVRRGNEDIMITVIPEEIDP
# SMARCA2 activ – activators of SMARCA2 function; MG213 cells, MMTV-luciferase reporter, dexamethasone, overnight; hit rate 1% among 370,000; activation, % at 9.1 µM; in the data active means activation above about 7.8%;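 further: 0% = vehicle wells and 100% = reference activator wells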
# ARFGAP1 inh – inhibits rat ARF GTPase activating protein 1 | Arfgap1-stimulated ARF1 GTP hydrolysis, GDP FP detection | Q62848 | hit rate 0.26% among 360,000 | inhibition, % at 16.5 µM;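 active means inhibition above a per-plate limit, mean inhibition of low control wells plus 3 SD, cut at about 25% in these data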;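 further: 0% = DMSO wells with enzyme and 100% = wells lacking Arfgap1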
# Target sequence (Q62848 1-136 limits assumed): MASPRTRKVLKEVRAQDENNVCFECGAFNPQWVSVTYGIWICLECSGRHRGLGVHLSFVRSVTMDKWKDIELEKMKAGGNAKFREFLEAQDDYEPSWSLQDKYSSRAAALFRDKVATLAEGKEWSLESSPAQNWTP
#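 Material: rat Arfgap1 GAP domain (His6, aa 1-136), purified enzyme. Also added: human ARF1(Δ1-17)-GTP substrate. Compound dosing: 16.5 µM single point, 1.26% DMSO. Timing: enzyme reaction 120 min at 25 °C after 20 min preincubation. Signal: GDP detection by fluorescence polarization. Read-out basis: percent inhibition of GAP-stimulated GDP formation, scaled between DMSO and no-Arfgap1 medians.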
# rCAG binder – r(CAG) repeat RNA binding; TO-PRO-1 dye displacement fluorescence; inhibition, % at 3 µM; hit rate 1.3% among 370,000; AID 651821;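 active means inhibition above the plate cutoff, the mean of all test compounds on that plate plus 3 SD, cut at about 35% in these data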;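 further: 0% = DMSO alone and 100% = 100 µM mitoxantrone as full dye displacement; higher means more dye released from RNA so lower well fluorescence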
# GC-B act – GC-B (human) receptor activation | P20594 | HEK293-GC-B cells, CNP EC30, cGMP TR-FRET; 0% at EC30 CNP, 100% saturating CNP | activation, % at 10 µM | hit rate 0.11% among 370,000;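 active means activation at 10 µM reaching about 35% in either raw or pattern-adjusted values, limit read from the data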
# ASAP1 GAP inh – inhibitors of human ASAP1 ArfGAP activity; hit rate 0.19% among 360,000; inhibition, % at 16.5 µM; AID 624377; ASAP1-stimulated ARF1 GTP hydrolysis, GDP FP detection; in the data active means inhibition above about 25%;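 further: 0% = vehicle with enzyme and substrate and 100% = no enzyme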
# mABHD4 FP – inhibits mouse alpha/beta hydrolase domain 4; Q8VD66; purified mABHD4, FP-Rh probe fluorescence polarization; inhibition, % at 8.92 µM; hit rate 0.54% among 370,000; AID 720543;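 active means inhibition exceeding the mean over every tested compound plus 3 SD, cut at about 30% in these data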;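 further: 0% = plate median of compound wells and 100% = S159A mutant with DMSO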
# Target sequence (Q8VD66 whole entry, looked up, the tested form may be a part): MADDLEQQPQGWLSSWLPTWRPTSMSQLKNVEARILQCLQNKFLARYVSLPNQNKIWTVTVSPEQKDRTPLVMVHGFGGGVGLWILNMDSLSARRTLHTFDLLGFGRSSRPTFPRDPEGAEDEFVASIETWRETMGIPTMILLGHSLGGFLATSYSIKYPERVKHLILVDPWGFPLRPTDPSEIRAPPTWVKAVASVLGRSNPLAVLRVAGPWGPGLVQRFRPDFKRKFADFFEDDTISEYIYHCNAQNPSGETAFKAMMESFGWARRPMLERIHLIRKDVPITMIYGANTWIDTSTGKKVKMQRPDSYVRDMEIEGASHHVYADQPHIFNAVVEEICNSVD
#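 Assay system: Wild-type mouse ABHD4 protein | Medium: HEPES pH 7.0 buffer, 150 mM NaCl, 0.01% Pluronic F-127 | Incubation: Enzyme–compound pre-incubation 45 min, then probe 60 min, both 25 °C | Technique: Fluorescence polarization with parallel and perpendicular emission, 525/598 nm | Evaluation: % inhibition of FP-Rh probe binding versus controls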
# NPR1 activator – GC-A (human) enzyme activation. P16066. HEK293 GC-A cells, cGMP TR-FRET, EC30 ANP; 0% at EC30 ANP, 100% saturating ANP. activation, % at 10 µM. hit rate 0.14% among 370,000; in the data active means activation above about 40%
# * hit, by the source's call; . = no result given.
(1) C[C@@H](C(=O)Nc1cc(C(F)(F)F)ccc1N1CCOCC1)N1C(=O)C2CC=CCC2C1=O (stereo partly specified)
(2) Nc1cc(=O)[nH]c(SCc2ccc(Cl)cc2Cl)n1
(3) Cc1ccc(NC(=O)CC2CCCC2)c(Br)c1
(4) COc1ccc(NC(=O)CN(C)C(=O)c2ccc(NS(=O)(=O)c3ccc(F)cc3)cc2)cc1
(5) COc1cccc(NC(=O)CCCOc2cc(=O)n(C)c3ccccc23)c1
(6) Cc1cccc(CCNC(=O)c2cc(S(=O)(=O)N3CCCCC3)c[nH]2)c1
(7) S=c1[nH]nc(-c2ccco2)n1/N=C/c1ccccc1
(8) O=C(NNC(=O)C1CCC1)c1ccc(F)cc1

Screen / compound no.	1	2	3	4	5	6	7	8
NR1D1 modulator	-4	4	5	-2	7	2	1	4
PG9 Ab binder	0.4	-0.2	-0.1	0.3	-0.7	0.5	-0.7	-0.2
HTRA1 inh	2	-5	-10	-1	5	-7	1	0
SMARCA2 activ	-4	-7	0	4	-1	-1	-3	0
ARFGAP1 inh	4	4	4	1	1	-6	6	3
rCAG binder	2	5	-4	7	0	3	0	2
GC-B act	4	-8	5	9	-1	-11	-9	2
ASAP1 GAP inh	1	-18	-10	4	2	5	0	-7
mABHD4 FP	-1	-2	6	-3	0	-17	-17	1
NPR1 activator	1	5	2	2	-10	-10	-5	3

(9) Cc1c(NC(=O)CN2CCN(c3cccc(Cl)c3)CC2)c(=O)n(-c2ccccc2)n1C
(10) COc1ccc2[nH]c3c(c2c1)CCN1C(=O)C(CC(=O)NCCC2=CCCCC2)C[C@H](C(=O)N2CCOCC2)[C@@]31CCC1CCCC1 (stereo partly specified)
(11) Cc1ccc(NC(=O)CN2C(=O)C(C)Oc3ccccc32)nc1 (stereo unspecified)
(12) CN(C)C(=O)c1ccc(NC(=O)c2cccc(S(=O)(=O)N3CCCc4ccccc43)c2)cc1
(13) CS(=O)(=O)c1ccc(C(=O)OCc2nnc(-c3ccccc3)o2)cc1[N+](=O)[O-]
(14) O=C(Nc1nnc(COc2ccccc2)s1)Nc1ccccc1F
(15) CCOC(=O)CCCNC(=O)CSc1nnc(-c2ccccc2)c(-c2ccccc2)n1
(16) CCn1c(C)nc2cc(S(=O)(=O)C(F)(F)C(F)C(F)(F)F)ccc21 (stereo unspecified)

Screen / compound no.	9	10	11	12	13	14	15	16
NR1D1 modulator	0	-2	-1	-2	2	-1	2	1
PG9 Ab binder	-1.9	-1.3	.	0.3	-0.5	-0.5	-2.9	.
HTRA1 inh	3	4	2	-23	-13	-5	-7	-10
SMARCA2 activ	-5	-4	.	-2	12*	-3	-1	.
ARFGAP1 inh	6	-5	.	11	-3	9	12	.
rCAG binder	-8	2	.	6	4	3	-8	.
GC-B act	4	-1	-2	-6	-1	1	-2	13
ASAP1 GAP inh	7	3	.	-2	8	19	10	.
mABHD4 FP	-5	1	.	-18	5	4	1	.
NPR1 activator	3	-1	-1	-11	16	3	-8	1

# 9 of these compounds, reformatted:
# Every second line gives: NR1D1 modulator, PG9 Ab binder, HTRA1 inh, SMARCA2 activ, ARFGAP1 inh, rCAG binder, GC-B act, ASAP1 GAP inh, mABHD4 FP, NPR1 activator
8: O=C(NNC(=O)C1CCC1)c1ccc(F)cc1
    4, -0.2, 0, 0, 3, 2, 2, -7, 1, 3
9: Cc1c(NC(=O)CN2CCN(c3cccc(Cl)c3)CC2)c(=O)n(-c2ccccc2)n1C
    0, -1.9, 3, -5, 6, -8, 4, 7, -5, 3
10: COc1ccc2[nH]c3c(c2c1)CCN1C(=O)C(CC(=O)NCCC2=CCCCC2)C[C@H](C(=O)N2CCOCC2)[C@@]31CCC1CCCC1 (stereo partly specified)
    -2, -1.3, 4, -4, -5, 2, -1, 3, 1, -1
11: Cc1ccc(NC(=O)CN2C(=O)C(C)Oc3ccccc32)nc1 (stereo unspecified)
    -1, ., 2, ., ., ., -2, ., ., -1
12: CN(C)C(=O)c1ccc(NC(=O)c2cccc(S(=O)(=O)N3CCCc4ccccc43)c2)cc1
    -2, 0.3, -23, -2, 11, 6, -6, -2, -18, -11
13: CS(=O)(=O)c1ccc(C(=O)OCc2nnc(-c3ccccc3)o2)cc1[N+](=O)[O-]
    2, -0.5, -13, 12*, -3, 4, -1, 8, 5, 16
14: O=C(Nc1nnc(COc2ccccc2)s1)Nc1ccccc1F
    -1, -0.5, -5, -3, 9, 3, 1, 19, 4, 3
15: CCOC(=O)CCCNC(=O)CSc1nnc(-c2ccccc2)c(-c2ccccc2)n1
    2, -2.9, -7, -1, 12, -8, -2, 10, 1, -8
16: CCn1c(C)nc2cc(S(=O)(=O)C(F)(F)C(F)C(F)(F)F)ccc21 (stereo unspecified)
    1, ., -10, ., ., ., 13, ., ., 1

# (more compounds)
(17) CC1CCCC(NC(=O)COC(=O)c2ccc(Br)o2)C1C (stereo unspecified)
(18) CNC(=O)c1ccc(Oc2ccc(C(=O)NC)cc2)cc1
(19) CN(C)CCCNC(=O)CC1C[C@H](C(=O)N2CCOCC2)[C@@]2(CCC3CCCC3)c3[nH]c4ccccc4c3CCN2C1=O (stereo partly specified)
(20) O=C(c1cccc(Oc2ccccc2)c1)N1CCC(Oc2cccnc2)CC1
(21) CC1(C)Cc2c(C#N)c(NCCN3CCOCC3)nc(-c3ccccc3)c2CO1
(22) O=C(NCCc1cccs1)Nc1nnc([C@H]2C[C@H](O)[C@@H](CO)O2)s1
(23) Cc1noc(C)c1NC(=O)Nc1cccc2c1O[C@@H](CN(C)C(=O)Nc1ccc3c(c1)OCO3)[C@@H](C)CN([C@H](C)CO)C2=O
(24) CC(C)Oc1ccc(S(=O)(=O)N2CCOCC2)cc1NC(=O)C1CCCCC1

Screen / compound no.	17	18	19	20	21	22	23	24
NR1D1 modulator	-4	-4	1	-6	4	3	-3	0
PG9 Ab binder	0.5	.	1.6	.	1.2	1.1	-0.4	2.4
HTRA1 inh	-4	-1	2	.	2	.	6	4
SMARCA2 activ	-2	.	-5	-1	-3	0	0	0
ARFGAP1 inh	2	.	-16	.	-11	1	0	5
rCAG binder	-1	.	9	-2	-8	6	-3	0
GC-B act	-2	-10	-1	-3	2	2	7	1
ASAP1 GAP inh	-10	.	5	.	-12	1	10	-14
mABHD4 FP	1	.	10	-1	-4	1	3	1
NPR1 activator	-4	-3	-4	5	0	2	2	-1

(25) Cc1ccc(CN(Cc2ccccn2)C(=O)Nc2c(F)cccc2F)cc1
(26) S=C(NN=C(c1ccccc1)c1ccccn1)N(Cc1ccccn1)Cc1ccccn1
(27) CC1CCCCC1NC(=O)CCNC(=O)N1CC(=O)Nc2ccccc21 (stereo unspecified)
(28) N#Cc1c(-c2ccccc2)c(-c2ccccc2)nn(CC(=O)NNC(=O)Nc2ccccc2)c1=O
(29) C=CCNC(=O)C(=O)NCC1CCCN1CC (stereo unspecified)
(30) N/C(=N\OC(=O)Cc1cccs1)c1ccc(Cl)cc1
(31) CCN1CC(CNCc2cn(-c3ccc(OC)cc3)nc2-c2ccccc2Cl)CC1=O (stereo unspecified)
(32) COCCN(Cc1cc2cc(C)ccc2nc1Cl)C(=O)Nc1ccccc1OC

Screen / compound no.	25	26	27	28	29	30	31	32
NR1D1 modulator	-4	-11	-7	-1	1	-7	0	8
PG9 Ab binder	-1.4	-3.0	-0.3	0.3	-0.5	-3.1	0.1	-1.4
HTRA1 inh	-2	24	4	-15	1	-10	-2	-6
SMARCA2 activ	-3	0	-2	0	2	4	3	-3
ARFGAP1 inh	2	-2	-10	0	3	-6	4	6
rCAG binder	-6	9	-3	5	1	-1	-7	-1
GC-B act	-3	0	0	-7	-1	-1	-4	-5
ASAP1 GAP inh	10	-1	-7	10	5	-7	6	-5
mABHD4 FP	3	16	0	-12	3	-4	0	-1
NPR1 activator	-2	1	1	-4	1	3	-3	-13

(33) Cc1nn(-c2ccccc2)c(C)c1/C=C1\C(=O)N(C)C(=S)N1C
(34) Cc1ccc(S(=O)(=O)N2CCC(C(=O)NCCCN3CCCC3=O)CC2)cc1
(35) CCN(CC)N=Nc1ccc(S(=O)(=O)Nc2c(C)n(C)n(-c3ccccc3)c2=O)cc1
(36) COc1ccc(OCc2cn3c(C)cc(C)nc3n2)cc1
(37) COc1cc(SC)ccc1C(=O)N1CC(C)OC(C)C1 (stereo unspecified)
(38) O=C(CCc1ccccc1)N[C@H]1[C@H](OC(=O)c2cnccn2)CCC[C@]12C(=O)N(Cc1ccccc1)c1ccccc12
(39) CC(C)CCn1c(O)c(N=NC(=O)c2ccco2)c2ccccc21
(40) Cc1ccc(NC(=O)CN(C)Cc2cc(=O)n3ccsc3n2)cc1

Screen / compound no.	33	34	35	36	37	38	39	40
NR1D1 modulator	2	1	2	-2	-4	8	2	3
PG9 Ab binder	-2.4	0.2	1.6	1.7	-0.7	.	-0.8	-1.1
HTRA1 inh	0	2	4	6	0	.	-7	2
SMARCA2 activ	3	-1	1	-2	-1	1	5	0
ARFGAP1 inh	-4	9	4	-10	-5	.	4	-3
rCAG binder	-8	2	-3	-1	-2	6	-2	-1
GC-B act	4	4	-2	2	-2	-9	-5	3
ASAP1 GAP inh	-1	14	1	-10	-11	.	4	1
mABHD4 FP	4	2	-5	-6	-2	-8	5	4
NPR1 activator	8	-2	-2	3	0	-6	4	-1

(41) COc1ccc(NC(=O)/C=C/c2ccccc2)c([N+](=O)[O-])c1
(42) COc1cccc2cc(-c3csc(CCn4nc(C)cc4C)n3)c(=O)oc12
(43) COc1ccc(-n2c(CCC(=O)O)ccc2-c2ccc(F)cc2)c(OC)c1
(44) NS(=O)(=O)c1ccc(NC(=O)CSc2nnc(Cc3cccs3)n2-c2ccccc2)cc1
(45) CCCN(CC1CC1)c1cc2c(c3c1ccn3C)C1CCC2O1 (stereo unspecified)
(46) C[C@H](CO)N1C[C@H](C)[C@@H](CN(C)S(=O)(=O)c2cn(C)cn2)Oc2ccc(NC(=O)C3CCCCC3)cc2C1=O
(47) COc1ccccc1C1CCN(C(=O)c2ccco2)CC1
(48) O=C(NNc1nc(-c2ccccc2)cs1)c1ccccc1
(49) COc1cccc(/C=C2/SC(=O)N(CC(=O)N3CCc4ccccc4C3)C2=O)c1OCC(=O)O
(50) COc1cccc(S(=O)(=O)NCc2ccc(C(=O)Nc3ccc(C)cc3)cc2)c1
(51) Cc1nc2ccccc2n1CCC(=O)Nc1cccc(F)c1

Screen / compound no.	41	42	43	44	45	46	47	48	49	50	51
NR1D1 modulator	5	0	1	-1	3	1	-1	1	1	2	3
PG9 Ab binder	-0.5	2.1	-2.7	0.1	-3.0	0.3	-1.4	0.1	-1.4	2.5	-1.1
HTRA1 inh	1	-32	1	-4	.	4	1	11	-5	-10	3
SMARCA2 activ	7	0	0	-1	-2	-4	-1	-2	0	-1	4
ARFGAP1 inh	9	1	6	-11	-4	3	-4	8	4	-10	-9
rCAG binder	0	12	4	5	2	4	-8	14	37*	1	-4
GC-B act	0	3	-3	-12	2	3	-1	1	4	4	0
ASAP1 GAP inh	-9	-8	8	2	-3	-3	-6	-3	7	-3	3
mABHD4 FP	1	-2	-4	-1	2	12	0	3	-1	-10	0
NPR1 activator	4	-1	-7	6	0	2	2	-1	-4	6	-5

# Assay outcomes deposited in PubChem BioAssay by several laboratories.

# Random draw from the library; overall some 4.4% were active at least once.
